# Source: PubChem BioAssay (National Center for Advancing Translational Sciences (NCATS))
# HTT cytoprotect: Huntington cell model cytoprotection by ATP luminescence; PC12 HTT-Q103 induced, cytoprotection, ATP luminescence, 40 h; Potency, µM (top dose mostly 56.4 µM), for inactives: cytoprotection (ATP increase), actives largely listed as activators; 0.14% of 230,000 active;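 further: % of control where 0% means no effect; nearly all actives have a fitted effect of over 45% in size; toxic huntingtin expression switched on by the ecdysone agonist tebufenozide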
#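 Compounds added alongside 100 nM tebufenozide, which induces toxic Q103 huntingtin exon 1-GFP in stable PC12 cells; surviving cells quantified by luminescent ATP measurement. Medium: phenol red-free DMEM, 5% equine and 5% calf serum.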
# TRb SRC2 PPI: disrupts binding of human TR beta to SRC2 | AID 1469 | Potency, µM (top dose mostly 106 µM), inactives show at the highest dose activity change, negative = inhibition, usual class: inhibitors | 0.065% of 280,000 active | P10828 | TRbeta-SRC2 peptide binding, fluorescence polarization; receptor liganded with 1 µM T3;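 further: plate controls were bound peptide for no effect and peptide without receptor for full effect; nearly all actives have a fitted effect of over 50% in size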
# Target sequence (P10828 whole entry, looked up): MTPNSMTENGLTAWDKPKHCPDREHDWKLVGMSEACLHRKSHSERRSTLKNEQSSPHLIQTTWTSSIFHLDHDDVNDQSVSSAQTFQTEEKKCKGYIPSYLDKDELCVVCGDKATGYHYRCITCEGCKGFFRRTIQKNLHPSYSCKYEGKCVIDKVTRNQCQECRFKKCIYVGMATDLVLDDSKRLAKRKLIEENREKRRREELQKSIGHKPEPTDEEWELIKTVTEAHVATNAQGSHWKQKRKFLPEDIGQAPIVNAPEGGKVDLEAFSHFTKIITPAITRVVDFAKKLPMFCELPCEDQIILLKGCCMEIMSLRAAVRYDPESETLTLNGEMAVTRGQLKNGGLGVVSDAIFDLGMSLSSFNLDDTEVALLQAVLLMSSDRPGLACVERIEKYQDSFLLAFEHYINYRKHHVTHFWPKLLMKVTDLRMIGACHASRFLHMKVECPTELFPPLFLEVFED
#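 Decrease in fluorescence polarization of 20 nM Texas Red SRC2 coactivator peptide flagged inhibition of its binding to 0.6 uM TRb LBD; 1 uM T3 included, incubation 5 hr, ex 555/em 632 nm.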
# Tau fibril FP: inhibitors of human tau fibril formation; P10636; K18 P301L tau heparin fibrillization, Alexa594 FP, 6 h; Potency, µM (series often up to 57.7 µM), for the others: top-dose activity, negative = inhibition, usual class: inhibitors; 0.39% of 280,000 active; further: on the % scale 0 is the no-effect control and ±100 the full control effect; nearly all actives have a fitted effect of over 55% in size
# Target sequence (P10636 561-689 P618L limits assumed): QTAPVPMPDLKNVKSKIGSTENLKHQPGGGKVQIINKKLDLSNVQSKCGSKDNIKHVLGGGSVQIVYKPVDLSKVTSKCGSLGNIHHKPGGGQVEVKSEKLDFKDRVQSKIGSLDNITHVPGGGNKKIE
#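 K18 P301L tau (15 uM unlabeled/0.24 uM Alexa 594-labeled, final) + compound + heparin 20 uM final; 100 mM NaOAc pH 7; 6 hr 37 C; ThT 30 uM final added, 1 hr RT; FP ex 555/em 632 nm.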
# L3MBTL1 inh: inhibitors of human L3MBTL1; Q9Y468; AlphaScreen L3MBTL1–H3K9me1 peptide binding; Potency, µM (highest dose often 57.1 µM), without a hit: at the highest dose activity, negative = inhibition, most hits filed as inhibitors; AID 485360; 0.66% of 230,000 active; further: on the % scale 0 is the no-effect control and ±100 the full control effect; nearly all actives have a fitted effect of over 60% in size
#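 AlphaScreen assay: L3MBTL1 (50 nM final) was preincubated 30 min at room temperature with biotinylated H3(1-15)K9me1 peptide (75 nM final), then 30 min with library compounds; streptavidin donor and nickel chelate acceptor beads (10 ug/mL final) added, 30 min dark.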
# Tau fluor counter: counter-screen for tau fibril formation inhibitors; Potency, µM (series often up to 57.7 µM), without a hit: at the highest dose activity change, negative = decrease; tau K18 P301L Alexa594 fluorescence, heparin fibrillization; 0.93% of 280,000 active; AID 1463; further: on the % scale 0 is the no-effect control and ±100 the full control effect; nearly all actives have a fitted effect of over 55% in size
#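 Human tau K18 P301L (15 uM unlabeled, 0.24 uM Alexa 594-labeled) in 100 mM sodium acetate pH 7 with 20 uM heparin, 6 hr at 37 C. ThT 30 uM added, 1 hr ambient; Alexa 594 FP and total fluorescence read at 555/632 nm.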
# Tau fibril ThT: tau fibrillization inhibition (ThT binding) | AID 1460 | recombinant tau K18 P301L (four-repeat tau fragment), heparin-induced fibrillization, ThT fluorescence | 2.1% of 270,000 active | Potency, µM (highest dose often 57.4 µM), without a hit: at the highest dose activity, negative = inhibition, actives largely listed as inhibitors; further: on the % scale 0 is the no-effect control and ±100 the full control effect; nearly all actives have a fitted effect of over 55% in size
#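 In this qHTS, human K18 P301L tau is incubated with compound and heparin for 6 hr at 37 C, and Thioflavin T fluorescence then reports fibril load.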
# TR SRC2 fluor cs: counter-screen for TRb-SRC2 inhibitors: fluorescence interference. Potency, µM (highest dose often 106 µM), for inactives: at the highest dose fluorescence change, negative = quenching. 0.29% of 280,000 active. TRb/SRC2 Texas Red total fluorescence interference; active means well fitted curve in either direction with a large enough effect; inconclusive means small, poorly fitted or top-dose-only effect; further: on the % scale 0 is the no-effect control and ±100 the full control effect
#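 Human TRb ligand-binding domain at 0.6 uM with 20 nM Texas Red SRC2 peptide in Tris buffer containing 1 uM T3 and 5% DMSO, incubated with compound 5 h at ambient temperature. Total fluorescence (555/632 nm) calculated as parallel + 2 × perpendicular.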
# RECQ1 helicase: blocks DNA unwinding by human RECQ1 | P46063 | RECQ1 DNA unwinding, red fluorescence kinetic read | Potency, µM (highest dose often 57.3 µM), for the others: at the top dose activity, negative = inhibition, actives largely listed as inhibitors | 0.54% of 240,000 active;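 further: plate controls were vehicle for no effect and no enzyme for full effect; nearly all actives have a fitted effect of over 30% in size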
#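 RECQ1T1 50 nM; forked duplex (20 bp + 30-nt ss tails) 200 nM, ATP 2 mM final; pH 8.0, 2 mM MgCl2, 2.5 ug/ml poly(dI-dC); 15 min compound preincubation; discontinuous kinetic read over 2 h at RT.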
# Numbers without * were called inactive; i = inactive; u = inconclusive; x = not tested or not shown; [ ] = another dose, or the depositor's remark. Unless noted, the call rests on the fitted dose curve; in most records, active means well fitted curve in the direction sought with a large enough effect; inconclusive means small, poorly fitted or top-dose-only effect, or another doubt; inactive means no such curve, though single readings can be large; an effect the other way counts as inactive or inconclusive. Potency means the concentration at half of the fitted maximal effect.
entry	Compound	Tau fibril ThT	Tau fibril FP	L3MBTL1 inh	RECQ1 helicase
1	CN(C)c1ccc(N/C=C/C(=O)c2ccc(F)cc2)cc1	2µM*	-13%	-20%	10%
2	O=C(c1ccc(-c2ccccc2)cc1)N1CCN(Cc2ccccn2)CC1	u	-4%	-6%	-2%
3	COc1cccc(C(=O)Nc2ccc3c(c2)CCCN3C(=O)c2cccs2)c1OC	u	7%	x	x
4	O=c1oc2ccc([N+](=O)[O-])cc2c(N2CCOCC2)c1[N+](=O)[O-]	-11%	9%	-9%	-19%
5	O=C(NCC(c1ccc2c(c1)OCO2)N1CCN(c2ccc(F)cc2)CC1)c1cccc([N+](=O)[O-])c1 (configuration not stated)	-15%	13%	x	x
6	O=C(NCc1ccccn1)C(=O)NCc1ccccn1	-2%	-1%	x	1%
7	Cc1ccc(NC(=S)NNC(=O)C2CC2c2ccc(C)cc2)cc1 (configuration not stated)	-7%	-9%	10%	i
8	Cc1ccc(-c2nnn(CCC(=O)NC(C)(C)C)n2)cc1	-7%	8%	18%	-3%
9	COc1ccc(CN2CCN(S(=O)(=O)c3ccc(F)cc3)CC2)cc1OC	-7%	-2%	-9%	-15%
10	CCc1ccc(CN(C)C(=O)CCc2nnc(CCc3cccc(OC)c3)o2)nc1	-7%	0%	-1%	8%
11	Cc1c(C(=O)N2CCN(Cc3ccc4c(c3)OCO4)CC2)cccc1[N+](=O)[O-]	-13%	0%	7%	-6%
12	COC(=O)NCc1ccc2c(c1)OCO2	-10%	2%	x	-11%

entry	HTT cytoprotect	TRb SRC2 PPI	Tau fluor counter	TR SRC2 fluor cs
1	2%[10 µM]	-28%	u	3%
2	5%	2%	-20%	0%
3	x	2%	-8%	-1%
4	-31%	11%	8%	-6%
5	x	1%	u	-27%
6	-20%	9%	-2%	2%
7	31%[10 µM]	-6%	-11%	-6%
8	22%[10 µM]	-4%	-2%	-3%
9	23%[10 µM]	-12%	4%	2%
10	7%[10 µM]	-9%[53 µM]	-1%	0%[53 µM]
11	23%[10 µM]	3%	-14%	-2%
12	-9%	-8%	-6%	1%

# (further entries)
entry	Compound	Tau fibril ThT	Tau fibril FP	L3MBTL1 inh	RECQ1 helicase
13	S=C(NCc1ccco1)Nc1ccc(Oc2ccc(Cl)cc2)cc1	-16%	u	-8%	u
14	CC(C)CCN(C(=O)CNC(=O)c1ccco1)C(C(=O)NC1CCCCC1)c1ccco1 (configuration not stated)	-2%	2%	1%	-6%
15	O=C(Nc1cccc(S(=O)(=O)NC2=NCCC2)c1)c1cc(-c2ccco2)nc2ccccc12	u	-8%	7.1µM*	11µM*
16	CN(c1ncnc2c1c(-c1ccccc1)cn2-c1cccc(Cl)c1)C1CCCCC1	-11%	-6%	x	x
17	CCN(C(=O)[C@@H]1CCCN1C(=O)c1cccs1)c1nc2cc(Cl)ccc2s1	-8%	1%	-10%	-8%
18	COc1cc(NS(=O)(=O)c2ccc(NC(=O)COc3ccc(C)cc3C)cc2)nc(OC)n1	u	12%	-4%	8%
19	O=C(Nc1ccccc1F)NC1CCN(Cc2nnnn2Cc2ccc(F)cc2)CC1	-1%	2%	3%	-3%
20	CCn1c(COc2ccccc2)nnc1SCC(=O)C(C)(C)C	7%	3%	u	-2%
21	CCCCC(=O)NS(=O)(=O)c1ccc(NS(C)(=O)=O)cc1	-5%	2%	5%	1%
22	Cc1cccc(NC(=O)NCCc2ccc(Cl)cc2)c1	-2%	-5%	5%	17%
23	O=[N+]([O-])c1cc(-c2nc(-c3ccccc3)no2)ccc1NC1CCCC1	1%	5%	x	x
24	CC(C)NC[C@H]1CCc2cc(CO)c([N+](=O)[O-])cc2N1	x	x	x	2%[25.9 µM]

entry	HTT cytoprotect	TRb SRC2 PPI	Tau fluor counter	TR SRC2 fluor cs
13	0%[10 µM]	5%	u	-1%
14	-9%	-1%	-2%	-3%
15	11%[10 µM]	14%	u	u
16	x	1%	-8%	-1%
17	40%[10 µM]	0%	-18%	1%
18	-16%	-7%	-23%	-3%
19	0%[10 µM]	3%	-4%	-5%
20	-11%[0.074 µM]	2%	1%	4%
21	x	-1%	0%	-6%
22	-18%	-3%	-10%	-4%
23	x	1%	0%	-2%
24	8%[40.3 µM]	6%[53 µM]	x	-1%[53 µM]

# The closing 6 entries of the part before lead into the next:
entry	Compound	Tau fibril ThT	Tau fibril FP	L3MBTL1 inh	RECQ1 helicase
19	O=C(Nc1ccccc1F)NC1CCN(Cc2nnnn2Cc2ccc(F)cc2)CC1	-1%	2%	3%	-3%
20	CCn1c(COc2ccccc2)nnc1SCC(=O)C(C)(C)C	7%	3%	u	-2%
21	CCCCC(=O)NS(=O)(=O)c1ccc(NS(C)(=O)=O)cc1	-5%	2%	5%	1%
22	Cc1cccc(NC(=O)NCCc2ccc(Cl)cc2)c1	-2%	-5%	5%	17%
23	O=[N+]([O-])c1cc(-c2nc(-c3ccccc3)no2)ccc1NC1CCCC1	1%	5%	x	x
24	CC(C)NC[C@H]1CCc2cc(CO)c([N+](=O)[O-])cc2N1	x	x	x	2%[25.9 µM]
25	Clc1ccc(Oc2nc(N3CCOCC3)nc(N3CCOCC3)n2)cc1	-2%	-5%	x	i
26	COc1ccc(N=Nc2nc3cc(Br)c(Br)cc3n2C)c(OC)c1	5%	-1%	u	5%
27	CCOC(=O)c1cc(-c2ccc(F)cc2)n(CCC(=O)NCc2ccccc2OC)c1C	u	1%	x	x
28	Cc1c(-c2ccccc2)[n+](=O)c2c(n1[O-])CCCC2	6%	2%	2%	-3%
29	CCC(=O)Nc1ccc2c(c1)nc1n2CCN(C2CCCCC2)C1	u	-9%	9%	11%
30	O=C(Cn1cnc2c(cnn2-c2ccccc2)c1=O)Nc1cc(S(=O)(=O)N2CCOCC2)ccc1Cl	-11%	1%	-3%	-5%
31	COc1ccc(CCNC(=O)c2ccc3c(c2)NC(=O)C(N2CCOCC2)S3)cc1OC (configuration not stated)	-7%	6%	-12%	3%
32	COC(=O)c1cc(NC(=O)c2cccs2)ccc1N1CCOCC1	-11%	3%	16%	i
33	CN(C)c1cc(Nc2ccc(O)cc2)c([N+](=O)[O-])c2nonc12	x	4%	x	-1%
34	N#Cc1cc2c(=O)n3ccccc3nc2n(CCN2CCOCC2)c1=O	3%	-3%	-5%	-1%
35	CN(C)C(=O)c1c2c(nc3ccccc13)CCCC2	0%	4%	2%	i
36	O=C(NCCCN1CCc2ccccc2C1)C1CCN(S(=O)(=O)N2CCCC2)CC1	-1%	-4%	7%	-10%

entry	HTT cytoprotect	TRb SRC2 PPI	Tau fluor counter	TR SRC2 fluor cs
19	0%[10 µM]	3%	-4%	-5%
20	-11%[0.074 µM]	2%	1%	4%
21	x	-1%	0%	-6%
22	-18%	-3%	-10%	-4%
23	x	1%	0%	-2%
24	8%[40.3 µM]	6%[53 µM]	x	-1%[53 µM]
25	-11%	-1%	-2%	-1%
26	12%[10 µM]	9%	-3%	0%
27	x	2%	-21%	-3%
28	6%[10 µM]	-12%	3%	0%
29	u	-9%	-12%	-1%
30	x	2%	-24%	0%
31	-6%	0%	3%	1%
32	2%[10 µM]	2%	-7%	-3%
33	17%[10 µM]	8%	10%	-1%
34	0%	3%	3%	5%
35	2%[10 µM]	3%	-6%	-3%
36	9%	-1%	-3%	-4%

# (further entries)
entry	Compound	Tau fibril ThT	Tau fibril FP	L3MBTL1 inh	RECQ1 helicase
37	CCOC(=O)CN1C(=O)N[C@@H](CCc2ccccc2)[C@@H](C(=O)OC)[C@H]1C	3%[11.5 µM]	1%[11.6 µM]	x	-3%[11.5 µM]
38	COc1cccc(-c2cc(-c3cccnc3)c(C#N)c(N)n2)c1	-11%	-12%	15%	1%
39	Cc1ccccc1SCC(=O)OCC(=O)Nc1ccc(N(C)C)cc1	u	13%	u	-2%
40	CCc1ccc(NC(=S)N2CCCC(C(F)(F)F)C2)cc1 (configuration not stated)	-8%	1%	-6%	-3%
41	Cc1cccc(OCC(=O)Nc2ccc(S(=O)(=O)N3CCN(C)CC3)cc2)c1	1%	1%	-3%	i
42	Cc1ccc2sc(N(Cc3cccnc3)C(=O)Cc3ccccc3)nc2c1C	-7%	-1%	x	x
43	COc1ccc(C(=O)OCN2C(=O)c3ccccc3C2=O)cc1	-1%	-4%	-8%[11.4 µM]	i
44	O=C(CSc1ccc2ccccc2c1)NCCCN1CCCC1=O	-14%	-8%	11%	i
45	CC1CCC(NC(=O)c2ccc3c(c2)N(Cc2ccccc2)C(=O)c2ccccc2S3(=O)=O)CC1 (configuration not stated)	-4%	-14%	x	x

entry	HTT cytoprotect	TRb SRC2 PPI	Tau fluor counter	TR SRC2 fluor cs
37	1%[10 µM]	-1%[11.2 µM]	-4%[11.6 µM]	-3%[11.2 µM]
38	-2%[10 µM]	5%	-12%	4%
39	19%[10 µM]	6%	-26%	-1%
40	-41%[inhibitor]	-11%	-15%	-4%
41	0%[10 µM]	3%	-2%	0%
42	x	0%	-16%	1%
43	-35%[inhibitor]	-2%	-5%	-3%
44	-42%[inhibitor]	7%	-7%	0%
45	x	-6%	-20%	u

# These rows are one share of the data; rates above refer to the full screens.
